Source: PubChem (National Center for Advancing Translational Sciences (NCATS))
ATXN2 expr inh: Primary qHTS for Inhibitors of ATXN expression; HEK-293 ATXN2-luciferase reporter, luminescence, 24 h; Potency, µM (titrated, usually from 57 µM), without a hit: top-dose activity change, negative = inhibition, most hits filed as inhibitors; AID 1745845, 2022; hit rate 0.72% among 360,000; note: potency is the fitted concentration of half-maximal effect; % is set by controls: 0 for no effect and ±100 for the full control effect; nearly all actives have a fitted effect of over 55% in size
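ATXN2-luciferase reporter cells (luciferase flanked by upstream and downstream ATXN2 gene portions) were treated 24 h at 37 °C with compounds at up to 57 uM. SteadyGlo luminescence gave expression; GF-AFC fluorescence gave viability.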
KB-V1 MDR tox: qHTS assay for MDR1-selective chemotherapeutics: Primary screen using the drug-selected MDR subline cells KB-V1; KB-V1 MDR cells viability, CellTiter-Glo, 72 h; Potency, µM (top dose mostly 46.1 µM), for the others: top-dose activity change, negative = cytotoxicity, usual class: cytotoxic; hit rate 3.4% among 400,000; AID 1347076, 2019; note: potency is the fitted concentration of half-maximal effect; % is set by controls: 0 for no effect and ±100 for the full control effect; nearly all actives have a fitted effect of over 60% in size
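KB-V1, DMEM (no phenol red) + 10% FBS; cpd pin-transferred, titration series; 72 h, 37 degrees C; CellTiter-Glo, luminescence. Data normalized, curve-fit.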
SW480 rereplic: A quantitative high throughput screen for small molecules that induce DNA re-replication in SW480 colon adenocarcinoma cells. SW480 DNA re-replication, Hoechst DNA content imaging, 48 h. hit rate 1.8% among 340,000. Potency, µM (top dose mostly 46.1 µM), inactives show top-dose re-replication activation, actives largely listed as activators; note: potency is the fitted concentration of half-maximal effect; % of control where 0% means no effect; nearly all actives have a fitted effect of over 55% in size
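Image-based read-out: total Hoechst fluorescence of nuclei (405 nm excitation, 500-530 nm emission), with hits raising the fraction of high-intensity nuclei. SW480 colon cells incubated 48 hr with compounds at 37 C.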
KB-3-1 cytotox: qHTS assay for MDR1-selective chemotherapeutics: Primary screen using the parental adenocarcinoma cell KB-3-1; KB-3-1 viability, CellTiter-Glo ATP luminescence, 72 h; Potency, µM (doses to about 46.1 µM), without a hit: top-dose activity change, negative = cytotoxic, usual class: cytotoxic; hit rate 1.4% among 400,000; AID 1347075, 2019; note: potency is the fitted concentration of half-maximal effect; % is set by controls: 0 for no effect and ±100 for the full control effect; nearly all actives have a fitted effect of over 60% in size
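KB-3-1 cells, DMEM (no phenol red) + 10% FBS; compound by pin transfer, 72 h, 37 °C. Readout: CellTiter-Glo luminescence after 10 min. Data normalized, curve-fitted.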
IL1B secr inh: qHTS for Inhibitors of Inflammasome Signaling: IL-1-beta AlphaLISA Primary Screen | THP-1 LPS/ATP IL-1B secretion, AlphaLISA, 16 h; active compounds read low | activity change, % at 57.5 µM | hit rate 4.7% among 360,000 | AID 743279, 2014; in the data active = activity change below about -50%; inconclusive = mostly about -30% to -49%; note: % is set by controls: 0 for no effect and ±100 for the full control effect
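THP-1 cells pretreated 1 hr with compounds (up to 57.5 uM final), then stimulated with LPS (250 ng/mL final) plus ATP (1.25 mM final); secreted IL-1B measured by AlphaLISA after 16 hr, decreased signal indicating inhibition.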
MCF10A rerep: A quantitative high throughput screen for small molecules that induce DNA re-replication in MCF 10a normal breast cells; MCF 10A DNA re-replication, Hoechst nuclear intensity, 48 h; Potency, µM (doses to about 46.1 µM), inactives show at the top dose activity, positive = re-replication, hits mostly activators; hit rate 2.9% among 350,000; note: potency is the fitted concentration of half-maximal effect; % of control where 0% means no effect; nearly all actives have a fitted effect of over 50% in size
HT1080NT lethal: qHTS for induction of synthetic lethality in tumor cells producing 2HG: qHTS for the HT-1080-NT fibrosarcoma cell line; HT-1080-NT fibrosarcoma viability, CellTiter-Glo ATP luminescence, 48 h; hit rate 1.6% among 360,000; Potency, µM (top dose mostly 46.1 µM), for inactives: top-dose activity, negative = less viability, hits mostly cytotoxic;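 note: NT is the 2HG producing partner of a matched IDH1 knockdown line; potency is the fitted concentration of half-maximal effect; 0% = DMSO-treated cells and -100% = media-only wells without cells; nearly all actives have a fitted effect of over 55% in size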
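Read-out is CellTiter-Glo luminescence after 10 minutes at room temperature, following 48 hours' compound treatment of HT-1080-NT cells (750 cells/well, RPMI, 5% FBS, 37 degrees C).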
ATXN viability: Viability Counterscreen for Primary qHTS for Inhibitors of ATXN expression | hit rate 0.49% among 400,000 | Potency, µM (titrated, usually from 56.7 µM), usual class: cytotoxic | S2 cells (HEK-293 line with an ATXN2-luciferase reporter) viability, CellTiter-Fluor protease fluorescence, 24 h; note: potency is the fitted concentration of half-maximal effect; nearly all actives have a fitted effect of over 40% in size
HT1080 IDH1KD tx: qHTS for induction of synthetic lethality in tumor cells producing 2HG: qHTS for the HT-1080-IDH1KD cell line | HT-1080 IDH1 knockdown viability, ATP luminescence, 48 h | Potency, µM (series often up to 46.1 µM), for inactives: at the top dose activity, negative = toxicity, usual class: cytotoxic | hit rate 2% among 360,000 | AID 686971, 2013;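 note: potency is the fitted concentration of half-maximal effect; 0% = DMSO wells and -100% = cell-free medium wells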
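IDH1KD HT-1080 cells, 750/well, RPMI + 5% FBS; compound pinned after 2 h settling; 48 h, 37 °C; CellTiter-Glo luminescence; % activity normalised to DMSO and no-cell wells; curves fitted, classed by r2 and efficacy.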
The depositor's hits bear a star; i = inactive; ? = inconclusive; . = not tested or not shown; [ ] = remark or other dose. Unless noted, calls come from the whole dose curve; as a rule, active = well fitted curve in the direction sought with a large enough effect; inconclusive = small, poorly fitted or top-dose-only effect, or another doubt; inactive = no such curve, though single readings can be large; an effect the other way counts as inactive or inconclusive.

SMILES	ATXN2 expr inh	KB-V1 MDR tox	SW480 rereplic	KB-3-1 cytotox	IL1B secr inh	MCF10A rerep	HT1080NT lethal	ATXN viability	HT1080 IDH1KD tx
O=C(CN1CCOCC1)NNC(=S)Nc1ccccc1	.	-6%	6%	2%	-8	-7%	-4%	i	2%
Cc1ccc(S(=O)(=O)N2CCC(=O)N([C@H](COCc3cccc(C(F)(F)F)c3)C(C)C)CC2)cc1	0%	?	.	-13%	24	.	-23%	?	-26%
CC(=O)Nc1ccc(NC(=O)C(C)OC(=O)CCC2CCCC2)cc1 (stereo not drawn)	-17%	7%	-249%[inhibitor]	3%	24	-1%	7%	i	14%
CCS(=O)(=O)N1Cc2ccccc2CC1C(=O)Nc1nc2ccccc2s1 (stereo not drawn)	74%[activator]	16µM*	1%	0%	12	17%	-13%	i	-4%
COc1ccc(NC(=O)COC(=O)Cc2ccc(-c3ccccc3)cc2)c(OC)c1	-3%	?	-5%	29%	11	-3%	8%	i	11%
CCNS(=O)(=O)c1ccc(-c2ccc(-n3cnnn3)cc2)cc1	-15%	1%	?	-6%	10	-31%[inhibitor]	13%	i	19%
CC(=O)NC1=NN(C(C)=O)C(C)(c2cccc([N+](=O)[O-])c2)S1 (stereo not drawn)	-4%[11.3 µM]	5%	?	-2%	-7	1%	1%	i	1%
Cc1ccc(S(=O)(=O)N2[C@@H](CO)CO[C@H]2CC(=O)c2cccs2)cc1	.	?	.	-25%	-7	.	-2%	.	-2%
Cc1cc2nn(-c3cccc4ccccc34)nc2cc1NC(=O)c1cccs1	-6%	16µM*	-1%	-2%	?	9%	12%	i	8%
CC(=O)c1ccc(-c2ccc(Cn3c(C)nc4cc(N)c(C)nc43)cc2)cc1	.	37%	-3%	2%	12	1%	-18%	i	0%
C(=C\c1ccccc1)/CN1CCN(Cc2nc(Cc3ccccc3)no2)CC1	.	12%	1%	-5%	0	?	5%	i	0%
CN(Cc1ccccc1)C(=O)CCNS(=O)(=O)c1ccc2c(c1)oc(=O)n2C	-3%	?	-4%	9%	6	-3%	0%	i	-22%
Cc1ccc(S(=O)(=O)N2CCCC2C(=O)NCc2ccc3c(c2)OCO3)cc1 (stereo not drawn)	.	?	-3%	6%	30	-3%	-1%	i	-1%
O=C(NCCOc1ccccc1)C1Nc2ccc(C(F)(F)F)cc2C2c3ccccc3CC12 (stereo not drawn)	-37%	-4%	2%	?	-74*	?	?	i	?
C=CCc1cccc(/C=N/c2nc3ccccc3n2CC)c1O	3%	-16%	-6%	-2%	-10	-10%	-7%	i	4%
Cc1csc(-c2cnn(-c3ccccc3)c2NC(=O)c2cccc(C(F)(F)F)c2)n1	87%[activator]	-16%	1%	-19%	-11	7%	-20%	i	-3%
O=C(Nc1nnc(-c2ccccc2F)s1)c1cccnc1	.	-13%	-9%	-2%	14	1%	5%	i	10%
Cc1ccc(C(=O)Nc2cccc(N3C(=O)C4CCC(C)CC4C3=O)c2)cc1 (stereo not drawn)	11%	?	-7%	-2%	3	-1%	-4%	i	-9%
CCOc1ncccc1C(=O)OCc1cccc([N+](=O)[O-])c1	4%	5%	-9%	1%	-1	11%	-2%	i	13%
CN(C)c1ccc(NC(=O)CCN2CCN(c3ccccn3)CC2)cc1	.	9%	-1%	-1%	-22	3%	5%	i	2%

The list goes on; it opens with the 3 that closed the last part.
SMILES	ATXN2 expr inh	KB-V1 MDR tox	SW480 rereplic	KB-3-1 cytotox	IL1B secr inh	MCF10A rerep	HT1080NT lethal	ATXN viability	HT1080 IDH1KD tx
Cc1ccc(C(=O)Nc2cccc(N3C(=O)C4CCC(C)CC4C3=O)c2)cc1 (stereo not drawn)	11%	?	-7%	-2%	3	-1%	-4%	i	-9%
CCOc1ncccc1C(=O)OCc1cccc([N+](=O)[O-])c1	4%	5%	-9%	1%	-1	11%	-2%	i	13%
CN(C)c1ccc(NC(=O)CCN2CCN(c3ccccn3)CC2)cc1	.	9%	-1%	-1%	-22	3%	5%	i	2%
CCOc1ccc(CCNC(=O)CN2C(=O)COc3ccc(S(=O)(=O)N(CC)CC)cc32)cc1	-3%	0%	.	-15%	.	.	.	?	.
CSc1nc(-c2ccccc2)cc(C(F)(F)F)c1C#N	-5%	1%	0%	-2%	32	-1%	6%	i	7%
Cc1cccc(-c2nnc(SCC#N)n2Cc2ccccc2)c1	4%	4%	-22%	4%	0	10%	-8%	i	-7%
O=C(N/N=C1/CCS(=O)(=O)c2ccc(F)cc21)c1cccnc1	-1%[11.3 µM]	?	-16%	16%	46	-3%	3%	i	4%
CCOC(=O)N1CCN(CC(=O)n2c(C)c(C)c3ccccc32)CC1	-1%	-13%	1%	16%	29	14%	-3%	i	-9%
O=C(CCCc1ccccc1)N=C1SC2CS(=O)(=O)CC2N1c1ccccc1 (stereo not drawn)	.	-7%	-6%	4%	0	5%	3%	i	3%
CCOc1cccc2cc(-c3csc(NC(=O)CCC(=O)N4CCC(C)CC4)n3)c(=O)oc12	1%	-19%	1%	-2%	-2	6%	3%	i	2%
Cn1c(=O)c([N+](=O)[O-])c(NC2CCS(=O)(=O)C2)c2ccccc21 (stereo not drawn)	?	29%	-4%	9%	20	-2%	3%	?	-1%
O=C(NC(NC(=S)Nc1ccc(Cl)cc1)C(Cl)(Cl)Cl)c1ccco1 (stereo not drawn)	-18%	?	?	-26%	-102*	?	?	i	?
COc1ccc(-c2csc(C)n2)cc1OC	10%	?	2%	3%	-4	-1%	9%	i	0%
Cc1ccc(-c2cnc(NCc3c(F)cccc3Cl)n2C)cc1	148%[activator]	17%	.	5%	.	.	.	i	.
O=C(Nc1cc(C(=O)N2CCCC2)ccc1N1CCCC1)c1ccccc1F	-13%	3.7µM*	0%	19%	-11	-6%	16%	i	-12%
CCc1cc(C)c(O)c(CC)n1	8%	27%	-6%	20%	5	-9%	9%	i	11%
COc1ccc(Cl)cc1NC(=O)C1CCN(S(=O)(=O)c2ccc3c(c2)CC(C)N3C(C)=O)CC1 (stereo not drawn)	-8%	-54%	.	-20%	.	.	.	i	.
COC(=O)C1=C(C(=O)OC)SC2(S1)C(C(=O)OC)=C(C(=O)OC)SC1=C2c2cccc(C)c2NC1(C)C	-9%	7%	?	5%	-7	16%	4µM*	i	7.1µM*
COc1ccc(N2CCN(C(=O)c3cc4cc5ccc(Cl)cc5nc4o3)CC2)cc1	-4%	?	.	-1%	.	.	.	i	.
COC(=O)c1ccccc1NC(=O)N1CCN(S(C)(=O)=O)CC1	-5%[11.3 µM]	?	1%	11%	-9	-3%	1%	i	5%
O=C(O)c1ccc(N=Nc2c(O)ccc3ncccc23)cc1	.	?	15µM*	?	19	3%	?	i	23µM*
COC(=O)c1cccc(N2C(=O)c3ccccc3S2(=O)=O)c1	100%[activator]	0%	29%	3%	-5	-6%	-6%	i	7%
Cc1ccc(NC(=O)Cn2nc(C)c(S(=O)(=O)N(C)C)c2C)cc1C	.	23µM*	1%	-2%	10	5%	0%	i	-4%
COc1ccccc1NC(=O)N(C)C[C@@H]1OCc2cn(nn2)CCCC(=O)N([C@@H](C)CO)C[C@H]1C	10%	?	.	0%	15	.	8%	i	12%
CC(C)=NOC(=O)c1c(C)noc1-c1snnc1C	1%	6%	?	6%	14	?	9%	i	12%
Cc1nc(SCC(=O)NCc2ccco2)c2c(C)c(C)sc2n1	2%	?	14%	0%	11	17%	-5%	i	-1%
O=S(=O)(c1cnc[nH]1)N1CCN(C(c2ccc(F)cc2)c2ccc(F)cc2)CC1	.	6%	?	1%	2	25%	9%	i	1%
COc1cc(NC(=O)CSc2nc(=O)n(CCCN3CCOCC3)c3c2CCC3)cc(OC)c1	1%	-6%	-3%	4%	-8	-3%	3%	?	-8%
Cc1ccc(NC(=O)CN2C(=O)NC3(CCc4ccccc43)C2=O)cc1Cl (stereo not drawn)	7%	-6%	-4%	25%	1	-1%	-26%	i	-4%[9.24 µM]
Cc1ccc(C(C)C)c(OC/C(O)=C(\C#N)c2nc3ccccc3[nH]2)c1	-26%	?	?	-22%	-5	16µM*	?	?	?
COc1ccc2c(c1)C(=O)Nc1cc(Cl)ccc1N2	-19%	-5%	0%	-8%	-52*	-2%	4%	i	?
O=[N+]([O-])c1cc(-c2ccn[nH]2)ccc1Cl	-2%	3%	-136%[inhibitor]	-7%	-3	-1%	7%	i	-9%
O=C(CSc1nnc(-c2ccccn2)n1Cc1ccccc1)N1CCCC1	2%	-13%	-2%	9%	8	-2%	7%	i	12%
Nc1ncnc(N)c1NC(=O)c1cc(Cl)c(OCc2ccccc2)c(Cl)c1	.	22%	.	4%	-5	.	5%	i	1%
CC(C)(C)OC(=O)NCCCCCc1cn([C@@H](CO)C(=O)NCCCCCCCCCCC(=O)N2CCN(C(=O)OC(C)(C)C)CC2)nn1	16µM*	-2%	-1%[9.22 µM]	?	0	?	16µM*	11µM*	16µM*
O=C(CSc1ccc(Cl)cc1)N1CCOCC1	0%	4%	-2%	4%	-4	0%	14%	i	7%
Cc1ccc(CCNc2ncnc3onc(-c4ccc(Cl)cc4)c23)cc1	6%	-23%	.	-1%	.	.	.	i	.
O=C(O)c1cccc(NC(=O)c2cccc(S(=O)(=O)N3CCc4ccccc43)c2)c1	2%	6%	3%	5%	42	-2%	-6%	i	-12%
N#Cc1ccc(NC2=NS(=O)(=O)c3ccccc32)cc1	-3%	?	.	-9%	.	.	.	i	.
